Screens from PubChem BioAssay.
Kir21 block – inhibitors of mouse Kir2.1 inward-rectifier potassium channel. HEK293-Kir2.1, FluxOR thallium flux fluorescence; hits give low values. B-score at 10 µM. 310,000 tested, 0.85% active. AID 1672, 2009;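 active = fluorescence ratio B-score at or below minus 3 SD of library scores, with starting-brightness B-score within 2 SD, cut at about -4.2 in these data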;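 note: channel flux triggered by added potassium and thallium sulfate stimulus; B-score of peak minus minimum fluorescence over baseline after thallium stimulus; more negative B-score means stronger Kir2.1 block with less thallium influx; some compounds called inactive have numbers as strong as hits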
Target sequence (P35561 whole entry, looked up): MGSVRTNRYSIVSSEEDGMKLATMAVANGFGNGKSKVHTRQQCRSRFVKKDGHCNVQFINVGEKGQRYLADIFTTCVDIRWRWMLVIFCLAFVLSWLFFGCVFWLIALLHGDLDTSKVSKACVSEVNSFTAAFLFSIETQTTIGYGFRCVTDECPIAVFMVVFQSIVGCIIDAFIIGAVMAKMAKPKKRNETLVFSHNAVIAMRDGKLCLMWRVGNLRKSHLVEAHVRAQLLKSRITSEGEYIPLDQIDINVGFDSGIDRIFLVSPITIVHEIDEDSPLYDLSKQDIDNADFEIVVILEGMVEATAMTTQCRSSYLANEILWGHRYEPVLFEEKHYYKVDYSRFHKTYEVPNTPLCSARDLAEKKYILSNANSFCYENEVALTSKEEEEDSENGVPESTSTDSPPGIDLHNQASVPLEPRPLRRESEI
KCNQ2 block – KCNQ2 potassium channel inhibitors, primary screen, cell-based, CHO-K1, FluxOR thallium flux, B-score (AID 2156). Potassium voltage-gated channel subfamily KQT member 2 (Rattus norvegicus), O88943. 20 min; hits give low values. B-score at 10 µM. 310,000 tested, 1.1% active;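 active = fluorescence ratio B-score at most minus 3 library SDs, with starting brightness B-score within 2 library SDs, cut at about -5.5 in these data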
STK33 inh – inhibitors of purified STK33 kinase, primary screen, biochemical, ADP-Glo luminescence, homogeneous, cell-free | Serine/threonine-protein kinase 33 (Homo sapiens), Q9BYT3 | MBP phosphorylation | inhibition, % at 10 µM | 320,000 tested, 0.073% active | AID 2661, 2010;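 active = inhibition at or above 25%, using the most active replicate where run in duplicate; inactive = inhibition below 25%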
Target sequence (Q9BYT3 whole entry, looked up): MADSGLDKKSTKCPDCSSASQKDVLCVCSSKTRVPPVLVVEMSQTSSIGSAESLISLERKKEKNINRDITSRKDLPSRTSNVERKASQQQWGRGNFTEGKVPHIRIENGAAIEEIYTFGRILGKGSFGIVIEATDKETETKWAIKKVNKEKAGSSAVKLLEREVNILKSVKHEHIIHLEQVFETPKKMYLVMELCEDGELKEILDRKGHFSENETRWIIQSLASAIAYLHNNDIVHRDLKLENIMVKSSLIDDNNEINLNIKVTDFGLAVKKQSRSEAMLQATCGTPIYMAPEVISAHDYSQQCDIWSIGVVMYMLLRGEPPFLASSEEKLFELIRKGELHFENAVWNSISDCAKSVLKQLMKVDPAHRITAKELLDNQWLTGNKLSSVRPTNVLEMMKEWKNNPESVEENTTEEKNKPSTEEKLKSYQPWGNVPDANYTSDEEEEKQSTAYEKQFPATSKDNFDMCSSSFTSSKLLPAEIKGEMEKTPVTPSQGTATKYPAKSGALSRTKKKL
Active calls of the source: *; i = inactive; . = no result given.

SMILES | Kir21 block | KCNQ2 block | STK33 inh
COc1cc(-c2nc(-c3ccc4c(c3)-c3ccccc3S4(=O)=O)c(-c3ccccc3)[nH]2)cc(OC)c1O | -0.05 | i | -0.6
CCc1ccc(NC(=O)Cn2cc([N+](=O)[O-])nc2C)cc1 | 1.2 | i | -0.3
COc1ccc(C(C(=O)NC2CCCCC2)N(C(=O)CCl)c2ccc(C)cc2)cc1 (stereo not given) | 0.07 | i | -0.4
O=C(CSCc1ccccc1)Nc1ccc(S(=O)(=O)N2CCOCC2)cc1 | -1.6 | i | -1.5
O=C(CSc1nnc(-c2ccncc2)n1-c1ccc(Cl)cc1)N1CCOCC1 | 2.2 | i | 0.9
CCN(CCNC(=O)CN(C)S(=O)(=O)c1cccc2nsnc12)c1ccccc1 | 0.77 | i | 5.0
O=C(Nc1cccc([N+](=O)[O-])c1)C(=O)N1CCCCC1 | 0.03 | i | -0.2
COc1ccc(C(=O)NNC(=S)NC(=O)c2ccc(Br)o2)cc1OC | 1.4 | i | -0.8
CCS(=O)(=O)N1N=C(c2ccccc2)CC1c1ccc2nccnc2c1 (stereo not given) | 0.28 | i | 2.5
Cc1ccc(Cn2cnc3c(nnn3Cc3ccc(Cl)cc3)c2=O)cc1 | 1.1 | i | -1.4
C#CCOCCOCCOCCNc1nc(N2CCN(C(=O)[C@H]([C@@H](C)CC)n3cc(CCC(=O)O)nn3)CC2)nc(N2CCN(C(=O)[C@H](C)n3cc(CCCN=C(N)N)nn3)CC2)n1 | -0.02 | i | -0.2
O=[N+]([O-])c1ccccc1S(=O)(=O)N(CC1CO1)c1ccccc1 (stereo not given) | -3.9 | i | -1.8
CC(C)(C)c1ccc(OC(=O)c2ccc(-n3cncn3)nc2)cc1 | -2 | i | -1.7
O=C(NCc1ccco1)c1cccc(Br)c1 | -0.64 | i | -0.6
Cc1ccc(NC(=O)Nc2cccc([N+](=O)[O-])c2)nc1 | 2 | i | .
COc1ccc(CNC(=O)CCc2nc3cc(S(=O)(=O)N(C)C)ccc3n2C)cc1OC | 0.87 | i | -0.8
CC(C)N1CC(C(=O)Nc2ccc(Br)c(Cl)c2)CC1=O (stereo not given) | 0.62 | i | -1.4
O=C(Cc1ccccc1)Nc1ccc(SC(F)F)cc1 | 0.28 | i | -2.4
CC(C)Cn1c(-c2ccccc2)nc(=S)c2c1CCCC2 | -0.97 | i | -0.8
O=C(Nc1ccccc1C(=O)N1CCCC1)c1cccc(S(=O)(=O)N2CCCCCC2)c1 | 0.52 | i | -0.8
O=C(/C=C/c1ccc(Br)o1)NCCCN1CCOCC1 | 1.4 | i | -1.7
CC(CCc1ccccc1)NS(=O)(=O)c1ccccc1 (stereo not given) | -0.28 | i | -1.2
Clc1ccc(NCc2cccnc2)cc1 | -0.02 | i | -1.3
COc1ccc(NC(=S)Nc2cc(C(F)(F)F)ccc2F)cc1 | -0.47 | i | -0.4
O=C(Cn1nnc(-c2ccccc2)n1)NNC(=O)c1ccccc1 | 1.4 | i | 0.1
CCC1(C)Cc2c(sc3nnn(CC(=O)Nc4cccc5ccccc45)c(=O)c23)CO1 (stereo not given) | -0.56 | i | -1.5
O=C1NC2(NN1c1ccccc1)C1CC3CC(C1)CC2C3 (stereo not given) | 0.16 | i | -2.2
CC(C)(C)c1ccc(-c2nnc(NC(=O)c3ccccc3)s2)cc1 | 1.8 | i | -0.6
CN(CC(=O)Nc1ncn[nH]1)S(=O)(=O)c1ccc(Cl)cc1 | -2.2 | i | 3.2
Cc1ccccc1C1CC(c2ccccc2OC(F)F)Nc2ncnn21 (stereo not given) | -0.89 | i | -0.4
CC(=O)c1cccc(NC(=O)c2ccc3c(=O)n4c(nc3c2)CCCCC4)c1 | 1.8 | i | 0.1
COCCNC(=O)c1onc(CSc2cccc(Cl)c2)c1C(=O)O | 1.6 | i | 0.3
COC(=O)c1[nH]c2cc(C)ccc2c1NC(=O)CN1CCN(C(=O)c2ccco2)CC1 | 1.4 | i | 0.3
Cc1c(Cc2ccccc2)c(=O)oc2cc(OCc3nn[nH]n3)ccc12 | 2.1 | i | -6.6
CCOC(=O)c1ccc(NC(=O)Nc2cccc(C)n2)cc1 | -0.49 | i | .
Oc1ccc(Br)cc1-c1ccn[nH]1 | -1.9 | i | 21
COC(=O)CC/C(=N/Nc1ccc(Cl)c(Cl)c1)C(=O)OC | -0.12 | i | -0.3
Cc1c(-c2cccc(Cl)c2)nc2ccccc2c1C(=O)OCC(=O)N(C)C1CCS(=O)(=O)C1 (stereo not given) | 0.02 | i | 0.6
O=S(=O)(Nc1ccccc1O)c1ccc(Cl)nc1 | -0.2 | i | 0.3
COc1ccc(NC(=O)NNC(=O)c2ccc3ccccc3c2O)cc1OC | 1.6 | i | 0.2
COc1cc(/C=N/NC(=O)CCN2CCCCC2)ccc1O | 0.09 | i | 0.9
COc1ccc(Cl)cc1S(=O)(=O)N1CCCC(C(=O)NCc2ccccc2)C1 (stereo not given) | -0.44 | i | -0.7
CCCCCCCCCn1c2c(c(=N)c3c1CCC3)CCCC2 | -15* | i | .
Cc1nc(N)c(CC(Br)CBr)c(Cl)n1 (stereo not given) | -0.45 | i | -1.1
Fc1cccc(Cl)c1CSc1ccc(-c2cccnc2)nn1 | -0.28 | i | 1.7
CN(CCCNC(=O)c1ccc(CS(=O)c2ccc(Br)cc2)o1)Cc1ccccc1 (stereo not given) | -0.4 | i | 0.4
CCc1nnc(NC(=O)CSc2nnc(CNc3ccc(F)cc3)n2C2CCCCC2)s1 | 1.7 | i | -0.4
CN(C)c1ccc(N2CN=C3SCC(=O)N3C2)cc1 | -1.1 | i | -0.1
Cc1cc(NC(=O)c2nn3cccnc3c2Cl)no1 | 0.77 | i | 1.9
Cc1cccc(OCc2nnc(NC(=O)c3cccs3)s2)c1 | -0.34 | i | 0.9
CCC(=O)Nc1ccc(NC(=S)NC(=O)/C=C/c2ccccc2)cc1 | 0.31 | i | -1.1
O=C(NCc1ccco1)/C(=C\c1ccco1)NC(=O)c1ccc(Br)o1 | 0.26 | i | -0.3
COc1ccc(NC(=S)N(CCCN2CCCC2)Cc2cccn2Cc2ccc(Cl)cc2)cc1Cl | -0.16 | i | -3.5
COc1ccc(NC(=O)COC(=O)C2CCC(C(C)(C)C)CC2)c([N+](=O)[O-])c1 (stereo not given) | 0.5 | i | -0.6
C=C(C)CC1N(c2cccc(OC)c2)C(=O)[C@@H]2C(C(=O)O)[C@H]3C=C[C@@]12O3 (stereo not given in full) | -0.91 | i | -4.8
Cc1ccc(NC(=O)CCNS(=O)(=O)c2cccc3nsnc23)cc1F | -1.2 | i | 0.3
Cc1nc2ccccc2c2oc(C(=O)NCc3ccccn3)cc12 | -0.85 | i | -1.1
CC(C)N1CCC(NC(=O)Nc2ccc3c(c2)OCO3)CC1 | -0.55 | i | -2.4
CCOc1ccc(Cl)cc1/C=N/NC(N)=O | 1.2 | i | -0.2
COC(=O)N1CCN(c2ccc(Cl)c(Cl)c2)CC1 | -0.48 | i | -1.1
(list continues)
SMILES | Kir21 block | KCNQ2 block | STK33 inh
CCc1nccn1-c1cc(C(C)(C)C)nc2c(-c3ccc(Cl)cc3)cnn12 | 0.69 | i | -0.6
Cc1c2cnn(CC(=O)NCCCN3CC(C)CC(C)C3)c(=O)c2c(C)n1Cc1ccc(Cl)cc1 (stereo not given) | -1.2 | i | 1.5
CCOc1ccccc1OCC(=O)N/N=C(\C)Cc1ccc(OC)cc1 | 0.1 | i | 0.8
c1ccc2c(c1)nc1n2CN(Cc2ccc3c(c2)OCO3)CN1 | 0.64 | i | -0.5
CC(=O)c1c(C)n(-c2ccc(N(C)C)cc2)c2ccc(OCC(N)=O)cc12 | -1.1 | i | 1.8
COc1ccc(OCC(=O)N2CC3(C)CC2CC(C)(C)C3)cc1 (stereo not given) | -2.4 | i | -0.7
CC(C)CCNC(=O)CN(CC1CCCO1)C(=O)CCC(=O)Nc1ccccn1 (stereo not given) | 0.75 | i | -0.6
O=C(NC1CC1)c1ccc(Cl)c(S(=O)(=O)N2CCOCC2)c1 | -0.92 | i | -1.4
COc1ccc(Nc2nnc(C)c(=O)[nH]2)cc1 | -0.19 | i | -1.2
CN(C)C(=O)N1CCCC(C(=O)NCc2ccccc2Cl)C1 (stereo not given) | 0.05 | i | -2.7
CC1CCN(C(=O)C2CCN(S(=O)(=O)c3cccc4nsnc34)CC2)CC1 | 1.3 | i | -0.8
Cc1nc2c(C(=O)NCc3cccs3)cnn2c(C)c1Cc1ccc(F)cc1 | 0.51 | i | 0.1
O=C(COc1ccccc1Cl)Nc1cc(NC(=O)COc2ccccc2Cl)cc(C(=O)O)c1 | 1.3 | i | 0.7
COc1ccc2cc(/C=N/NC(=O)c3ccc(CN(c4ccc(C)c(C)c4)S(C)(=O)=O)cc3)c(Cl)nc2c1 | -1.1 | i | -0.8
O=C(COc1cc(O)c2c(=O)cc(-c3ccccc3)oc2c1)c1cccc([N+](=O)[O-])c1 | 0.82 | i | -0.6
CC(=O)NCCc1nc2ccccc2n1Cc1ccccc1 | 0.45 | i | -1.1
Cc1nc(SCC(=O)Nc2ccc(OCc3ccccc3)cc2)n[nH]1 | 0.98 | i | -0.1
CCC(=O)Nc1ccc(C(=O)NNC(=O)c2ccc(C)cc2)cc1 | 1.9 | i | -1.2
O=C(NNC(=O)c1ccccc1OCc1ccccc1Cl)c1csc(N2CCOCC2)n1 | -1.9 | i | 0.7
CC(C)CN1C(=O)C(=O)N(CC(=O)c2ccc[nH]2)C1=O | -2.2 | i | .
COc1ccc(N=Nc2c(C)n[nH]c2C)cc1 | 0.32 | i | 12
Cc1nc(-c2c(C(F)(F)F)noc2-c2ccc(O)cc2O)cs1 | -3.7 | i | 0.6
Cc1ccc(OCCN2CCCCCC2)c(C)c1 | 1.3 | i | -0.2
CCOC(=O)c1c(C=O)c(C)n(Cc2ccc(Cl)cc2)c1C | 0.05 | i | 2.3
CCC(=O)Nc1ccc(N2CCCCC2)cc1 | -1 | i | -1.4
Cc1ccc(S(=O)(=O)NCC23C=CC(O2)C2C(=O)N(c4ccccc4)C(=O)C23)cc1 (stereo not given) | 0.81 | i | -1.0
CNC(=O)CN1C(=O)CSc2ncccc21 | 1.2 | i | -3.1
CCC(=O)N1CCN(c2ccccc2NC(=O)c2cccs2)CC1 | -1.3 | i | -0.3
CC(=O)N[C@@H](Cc1c[nH]c2ccccc12)C(=O)OCc1ccc(C#N)cc1 | 1.7 | i | -0.9
Cn1c(=O)[nH]c(=O)c2c1[nH]c(=S)n2CCCc1ccccc1 | -0.07 | i | .

One compound at a time, from the list above. Order of values: Kir21 block, KCNQ2 block, STK33 inh
C=C(C)CC1N(c2cccc(OC)c2)C(=O)[C@@H]2C(C(=O)O)[C@H]3C=C[C@@]12O3 (stereo not given in full) is listed as -0.91, i, -4.8
CCOc1ccccc1OCC(=O)N/N=C(\C)Cc1ccc(OC)cc1 is listed as 0.1, i, 0.8
Cc1nc(SCC(=O)Nc2ccc(OCc3ccccc3)cc2)n[nH]1 is listed as 0.98, i, -0.1
O=C(Cn1nnc(-c2ccccc2)n1)NNC(=O)c1ccccc1 is listed as 1.4, i, 0.1

Shown with the structure last: 4 of the compounds above.
Kir21 block	KCNQ2 block	STK33 inh	compound
-0.02	i	-0.2	C#CCOCCOCCOCCNc1nc(N2CCN(C(=O)[C@H]([C@@H](C)CC)n3cc(CCC(=O)O)nn3)CC2)nc(N2CCN(C(=O)[C@H](C)n3cc(CCCN=C(N)N)nn3)CC2)n1
-3.9	i	-1.8	O=[N+]([O-])c1ccccc1S(=O)(=O)N(CC1CO1)c1ccccc1 (stereo not given)
-2	i	-1.7	CC(C)(C)c1ccc(OC(=O)c2ccc(-n3cncn3)nc2)cc1
-0.64	i	-0.6	O=C(NCc1ccco1)c1cccc(Br)c1

The list goes on:
SMILES | Kir21 block | KCNQ2 block | STK33 inh
CCc1c(C)nc(Nc2nc(C)c3cc(OC)ccc3n2)[nH]c1=O | 0.7 | i | -0.9
COc1cccc2c(SCC(=O)N/N=C/c3ccccc3)cc(C)nc12 | -0.35 | i | 0.1
O=C(CCNC(=O)Cn1cnc2ccccc2c1=O)NCC1CCCO1 (stereo not given) | -0.41 | i | -4.0
Cc1ccccc1N/C(=C(/C(Cl)=C(Cl)Cl)[N+](=O)[O-])n1nnc2ccccc21 | -0.18 | i | -1.7
COCCN1C(=NCCCOC(C)C)N[C@@H](c2ccccc2)C(C(=O)OC)=C1C | -1.1 | i | -0.3
O=C(COc1ccccc1)NC(=S)N1CCc2ccccc21 | -0.25 | i | 0.5
COc1ccccc1NC(=O)/C=C/c1ccc(OC)c(S(=O)(=O)N2CCOCC2)c1 | -0.06 | i | -0.5
CN1CCC(N(C)S(=O)(=O)c2ccc(F)cc2F)CC1 | -0.95 | i | -1.6
O=C(Nc1ccc(C(=O)N2CCOCC2)cc1)c1ccc([N+](=O)[O-])cc1 | 0.27 | i | -0.4
O=C(Nc1cnn(Cc2ccc(Cl)c(Cl)c2)c1)C12CC3CC(CC(C3)C1)C2 | 0.03 | i | -0.1
COc1cc(OC)c2ccc(=O)oc2c1C(CC(=O)N1CCCC1)c1ccc2c(c1)OCO2 (stereo not given) | 0.92 | i | 0.6
Cc1cc(=O)oc2cc(OCC(=O)NCCCn3ccnc3)ccc12 | -1.1 | i | -0.4
Cc1oc(-c2ccc(Cl)cc2)nc1CN1CCCC(C(=O)NC2CC2)C1 (stereo not given) | 1 | i | -1.3
Cn1[nH]c(=O)c(Cl)c(Cl)c1=O | 1.8 | i | -2.0
